# CHRM1 PAM – human CHRM1 positive allosteric modulation; P11229; CHO-K1 hM1, Fluo-8 calcium fluorescence, ACh EC20; 0% = ACh EC20, 100% = maximal ACh; activation, % at 3 µM; actives 0.088% (n = 360,000); AID 588819; in the data active = activation above about 19%, passing the limit was not always enough
# Target sequence (P11229 whole entry, looked up): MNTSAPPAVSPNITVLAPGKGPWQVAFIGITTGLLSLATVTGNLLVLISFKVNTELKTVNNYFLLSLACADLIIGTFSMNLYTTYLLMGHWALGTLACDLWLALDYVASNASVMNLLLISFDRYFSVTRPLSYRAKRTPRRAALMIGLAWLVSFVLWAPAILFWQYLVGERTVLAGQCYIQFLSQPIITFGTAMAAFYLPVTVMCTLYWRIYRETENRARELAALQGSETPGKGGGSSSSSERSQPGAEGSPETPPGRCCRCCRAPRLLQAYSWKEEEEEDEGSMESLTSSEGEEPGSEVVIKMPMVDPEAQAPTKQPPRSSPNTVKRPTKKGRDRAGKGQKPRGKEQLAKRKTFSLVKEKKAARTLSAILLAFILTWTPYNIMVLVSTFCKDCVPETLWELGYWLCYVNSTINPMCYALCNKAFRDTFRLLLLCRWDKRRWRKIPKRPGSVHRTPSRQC
# TAAR1 antagonist – human TAAR1 antagonism | inhibition, % at 3 µM | CHO RD-HGA16 TAAR1, Fluo-8 calcium fluorescence, antagonist | Q96RJ0 | actives 1.5% (n = 360,000);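 active = inhibition above a per-plate cutoff, the mean inhibition of test compounds on that plate plus 3 SD, cut at about 49% in these data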;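 also: 0% = DMSO plus EC80 beta-PEA response and 100% = DMSO alone without agonist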
# Target sequence (Q96RJ0 whole entry, looked up): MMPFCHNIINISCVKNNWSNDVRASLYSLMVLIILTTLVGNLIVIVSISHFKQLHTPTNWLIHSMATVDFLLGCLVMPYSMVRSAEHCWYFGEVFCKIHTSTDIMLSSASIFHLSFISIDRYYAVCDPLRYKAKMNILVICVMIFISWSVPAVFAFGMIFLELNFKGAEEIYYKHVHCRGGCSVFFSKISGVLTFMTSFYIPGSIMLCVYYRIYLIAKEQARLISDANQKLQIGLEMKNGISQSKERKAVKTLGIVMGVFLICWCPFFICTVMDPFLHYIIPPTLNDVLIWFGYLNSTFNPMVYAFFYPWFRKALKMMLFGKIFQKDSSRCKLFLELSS
#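 Test system: RD-HGA16 CHO cells with stable hTAAR1 and Gα16 / Probe or stimulus: EC80 β-phenethylamine stimulus / Times: seeding 17-24 h prior, 75-min 37 °C, 30-min RT dye loading / Detection: Fluo-8 calcium-sensitive fluorescence / Read-out basis: % inhibition scaled between DMSO and EC80 PEA controls / Repeats: singlicate, one well per test compound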
# M1 ag parental – M1 agonist counterscreen hit in parental CHO-K1 cells; Fluo-8 calcium fluorescence; scaled to maximal ATP response, vehicle zero; activation, % at 3 µM; actives 0.48% (n = 360,000); AID 602248; in the data active = activation above about 15%;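 also: untransfected CHO-K1 host cells lacking M1 receptor as counterscreen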
# CHRM1 antagonist – human CHRM1 antagonism. P11229. CHO-K1 hM1, Fluo-8 calcium fluorescence, ACh EC80 antagonist. inhibition, % at 3 µM. actives 1.3% (n = 360,000). AID 588852;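 active = percent inhibition above its own plate's cutoff, namely the mean of that plate's compound wells plus 3 SD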;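 also: peak over basal fluorescence ratio during 140 s after agonist addition; 0% = ACh EC80 plus DMSO and 100% = DMSO alone without agonist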
# CHO parental Ca – signal in parental CHO cells, OX1R antagonist counter-screen; actives 0.63% (n = 330,000); parental CHO-K1, ATP-induced calcium, Fluo-8 fluorescence; inhibition, % at 5.6 µM; AID 463079;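 active = inhibition above that plate's mean sample inhibition plus 3 SD, cut at about 26% in these data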;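 also: 0% = ATP-challenged DMSO wells and 100% = DMSO wells without ATP; some compounds past the cut are filed as inactive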
#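 Assay system: parental CHO cells; Read-out basis: percent inhibition of ATP-evoked calcium rise, normalized to controls; Benchmarks: ATP and no-ATP DMSO wells; Compound dosing: single nominal dose of 5.6 µM per compound; Signal: Fluo-8 calcium dye fluorescence; Also added: ATP as calcium-mobilizing challenge; Repeats: singlicate.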
# CHO-K1 Ca antag – nonselective inhibitor or artifact in parental CHO-K1 cells; ATP-induced calcium, Fluo-8 fluorescence; inhibition, % at 3 µM; actives 0.6% (n = 360,000); AID 602250;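 active = inhibition above a per-plate cutoff, the plate's mean sample inhibition plus 3 SD, cut at about 24% in these data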;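 also: 0% = DMSO plus EC80 ATP and 100% = DMSO alone without ATP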
# TAAR1 agonist – human TAAR1 agonism | CHO RD-HGA16 TAAR1, Fluo-8 calcium fluorescence; vehicle wells 0%, saturating PEA agonist 100% | activation, % at 3 µM | actives 0.99% (n = 360,000) | AID 624467;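 active = activation above the mean activation of all test compounds in the run plus 3 SD, cut at about 38% in these data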
#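 Repeats: no replicates (n 1) | Material: CHO-derived RD-HGA16 cells with stable Gα16 and human TAAR1 | Technique: Kinetic Fluo-8 calcium fluorescence | Schedule: 17-24 h seeding, 75 min 37 °C dye, 30 min RT | Evaluation: % activation from peak over basal fluorescence ratio, DMSO-to-PEA scaled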
# M1 ag – human M1 muscarinic receptor agonism; CHO-K1 hM1, Fluo-8 calcium fluorescence, agonist mode; 0% DMSO, 100% acetylcholine EC100; activation, % at 3 µM; actives 0.33% (n = 360,000); AID 588814;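 active = activation above the run's mean compound activation plus 3 SD, cut at about 16% in these data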;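 also: peak over basal fluorescence ratio within a 140 s kinetic read after compound addition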
# M1 PAM parental – M1 PAM counterscreen hit in parental CHO-K1 cells; AID 602247; activation, % at 3 µM; actives 0.02% (n = 360,000); ATP EC20, Fluo-8 calcium fluorescence; 0% at ATP EC20, 100% at ATP max;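 active = activation above the run cutoff, the mean activation of all test compounds plus 3 SD, cut at about 40% in these data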;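 also: peak over basal fluorescence ratio in a 140 s read after ATP addition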
# An asterisk follows results filed as active; x = not tested or not shown. An unsorted share of the library. Share with any hit: about 4.4%.
SMILES,CHRM1 PAM,TAAR1 antagonist,M1 ag parental,CHRM1 antagonist,CHO parental Ca,CHO-K1 Ca antag,TAAR1 agonist,M1 ag,M1 PAM parental
COc1ccc(CCNC(=O)COc2ccc(N(C)S(=O)(=O)c3ccc(C)cc3)cc2)cc1,-5,19,2.7,4,-8,-7,0,-2,17
C#CCOCCOCCOCCNc1nc(N2CCN(C(=O)CCCCCCCCCCNC(=O)[C@H](CCCCN)n3cc(C)nn3)CC2)nc(N2CCN(C(=O)CCCCCCCCCCNC(=O)[C@@H]([C@H](C)CC)n3cc(CCCCCN)nn3)CC2)n1,-5,x,-0.5,14,73*,-12,x,-11,19
O=C(/C=C\c1ccccc1)Nc1nccs1,2,6,0.1,-4,-17,5,12,-1,-9
CCOc1ccc(S(=O)(=O)N/N=C(\C)c2ccc3c(c2)OCO3)cc1,-2,-2,0.9,2,x,8,0,0,-18
O=C(Cn1cc(C(=S)N2CCOCC2)c2ccccc21)N1CCOCC1,9,-4,0.8,-27,-2,-6,3,-2,19
Cc1cc([N+](=O)[O-])nn1CCCC(=O)NC1CCCCC1,6,-6,1.2,-9,-1,-15,0,-5,25
Cc1c(Br)c(C(F)(F)F)nn1CC(=O)NCCN1CCOCC1,5,-9,11,-5,-9,2,5,-7,13
CN(C(=O)CSc1nccc(=O)[nH]1)C1CCCCC1,14,-11,-0.1,-3,3,5,8,5,-16
Cc1ccc(NC(=O)COc2ccc3c(c2)OCO3)c(Cl)c1,27*,-18,0.7,-13,10,-12,4,7,11
Cc1ccc(S(=O)(=O)NCC(=O)OCc2csc(-c3ccccc3)n2)cc1,-3,15,5.2,6,6,0,3,-5,13
CCOC(=O)c1sc2nccc(N(C)C)c2c1N=CNOCc1c(F)cccc1Cl,-9,2,0.6,9,-34,5,12,-4,7
C/C(=N\Nc1cc(C)nc(-c2ccccc2O)n1)c1ccccc1O,3,59*,0.3,-3,-10,-7,6,-4,6
CCOC(=O)C1CCN(S(=O)(=O)c2ccc(C(C)(C)C)cc2)CC1,-3,24,0.1,2,18,-2,0,-7,-4
N#Cc1ccccc1NS(=O)(=O)c1cc2c3c(c1)CCC(=O)N3CCC2,7,-2,0.4,-11,-5,-5,2,-1,0
O=C(NCc1ccc(F)cc1)C1CCN(S(=O)(=O)N2CCCCC2)CC1,10,-23,2.8,-9,-9,-22,11,-3,9
Cc1ccccc1-n1c(=O)cc(NCC2CCCO2)[nH]c1=O (stereo not given),10,0,0.2,-13,2,-5,14,1,21
COc1cc(NC(=O)C(C)Oc2ccccc2)ccc1NC(=O)COc1ccccc1 (stereo not given),1,16,3.4,0,-7,-1,0,-2,-3
Cc1ccc(CNC(=O)CN(C2CCCCC2)S(C)(=O)=O)cc1,-1,18,0.0,-15,-8,-7,1,-2,2
Cc1nc2ncnn2c(N2CCCC(C(=O)Nc3ccc4c(c3)CCC4)C2)c1C (stereo not given),-9,-10,3.6,18,-17,-7,4,-11,-13
CCCNC(=O)c1cc(C2CCCCN2S(=O)(=O)c2cccc3cccnc23)on1 (stereo not given),8,-31,0.0,-20,x,-3,-2,-9,9
CC(=O)Nc1ccc(S(=O)(=O)N(C)CC(=O)N/N=C/c2cccc(O)c2)cc1,2,4,0.4,1,0,0,7,-5,4
Nc1ncc([N+](=O)[O-])c(N2CCCCCC2)n1,13,-10,-0.6,-14,-6,-5,1,0,6
CCOC(=O)NCc1ccc2[nH]c(C)cc2c1,10,-16,0.9,-21,-1,4,3,-2,-7
CC(O)[C@H]1CNCCN1CCc1cc(C(F)(F)F)cc(C(F)(F)F)c1 (stereo not given in full),10,-5,0.1,-5,-5,7,34,-4,-6
O=C(Nn1c(-c2ccccc2)nc2ccccc2c1=O)c1ccco1,6,-6,0.1,-10,-2,-10,10,-2,11
NC(=O)c1nsc(C(=O)N(c2ccccc2)C(C(=O)NC2CCCC2)c2ccncc2)c1N (stereo not given),3,-24,-0.7,-6,-12,-6,0,-1,7
CCN1CCN(S(=O)(=O)c2ccc(C)c([N+](=O)[O-])c2)CC1,-4,-8,0.0,2,-10,-2,1,-6,-4
Cc1ccccc1-c1noc(CCC(=O)NCC2CCCO2)n1 (stereo not given),5,-3,2.3,-10,-10,-27,0,-1,14
CC(=O)N1CCOc2ccc(S(=O)(=O)N(C)c3cccc(C)c3)cc21,4,-21,2.1,-7,-13,-6,2,-4,31
CN1CCN(c2oc(-c3cccs3)nc2S(=O)(=O)c2ccccc2)CC1,7,-5,0.8,-5,-17,-5,2,-5,13
CCOc1ccc(N2C(=O)CCC2=O)cc1,9,-21,0.1,-7,0,8,5,-3,12
COc1cccc(/C=N/NC(=O)c2[nH]c(C)c(C(=O)N/N=C/c3cccc(OC)c3)c2C)c1,3,24,1.1,1,-3,1,3,-4,10
CCC(=O)N1CCc2cc(S(=O)(=O)NC(C(=O)NC3CCCc4ccccc43)C(C)C)ccc21 (stereo not given),18,11,-0.6,-20,-21,-12,1,0,26
Cc1cccc(OCC(=O)NC2CCCC2)c1,9,8,1.2,-14,-1,-12,4,-2,5
CC1(N(O)/C=C2\C=CC=CC2=O)CCCCC1=O (stereo not given),4,-12,0.6,-10,7,-23,0,-1,25
CCCN1CCN(C(=O)c2cc3c(s2)-c2ccccc2OC3)CC1,0,-4,-0.3,-8,-10,4,3,-6,5
Cc1nnc2n(c1=O)N=C(c1ccc(Cl)cc1)CS2,9,-7,-0.2,-6,-14,-2,-1,-7,2
Cc1ccc(C(=O)N(c2c(C)n(C)n(-c3ccccc3)c2=O)C(C)C)cc1,-1,x,0.1,-3,-16,-9,x,-4,6
CCC1(CC)NC(=O)N(CC(=O)OC(C)C(=O)Nc2cc([N+](=O)[O-])ccc2OC)C1=O (stereo not given),15,-13,0.7,-2,-11,5,9,8,-4
O=C(CC[C@H]1O[C@@H](n2ccc(=O)[nH]c2=O)[C@H](O)[C@@H]1O)N[C@H](Cc1ccccc1)C(=O)NCc1cccs1,0,-10,0.3,1,x,17,8,-6,-3
Cc1ccc(-n2nnc3c(SCC(=O)NCC4CCCO4)ncnc32)cc1 (stereo not given),5,x,0.7,-11,-7,-10,x,-4,21
CCC(=O)Nc1ccc(C(=O)Nc2ccc3c(c2)OCO3)cc1,2,3,0.3,-1,-11,-9,3,-4,9
CCS(=O)(=O)c1ncc(Cl)c(C(=O)Nc2ccc(S(=O)(=O)N(C)c3ccccc3)cc2)n1,-24,56*,1.2,88*,52*,14,6,-6,-30
Cc1ccc(Cc2nnc(SCC(=O)Nc3c(C)cccc3C)[nH]c2=O)cc1,5,-15,0.3,-2,14,-3,0,-2,-8
CN(C)c1ccc(-c2nnn(CC(=O)N3c4ccccc4CCc4ccccc43)n2)cc1,-6,-11,0.5,3,-12,-13,7,-5,8
Cc1ccnc(NC(=O)CCN2C(=O)c3ccccc3S2(=O)=O)n1,4,-27,0.8,-3,x,-1,7,-1,3
O=C(Nc1cccnc1)c1cc(-c2cc(Cl)ccc2O)n[nH]1,3,-14,6.1,-3,-18,-1,27,4,9
CC(C)(C)NC(=O)/C(=C/c1cccnc1)NC(=O)c1ccco1,11,8,0.6,-16,-16,-22,0,-3,25
COc1ccc(CN2C(=O)C(O)(CC(=O)c3ccc4c(c3)OCO4)c3ccccc32)cc1OC (stereo not given),1,5,3.5,-13,-23,-23,4,0,16
CCOC(=O)c1oc2ccc(S(=O)(=O)n3nc(-c4ccc(C)cc4)cc3N)cc2c1C,5,-37,0.2,-2,-3,-6,1,0,15
O=C(O)CCSc1nc2ccccc2n1CCOc1ccccc1,4,14,0.7,-4,-2,-8,4,-1,-3
Cc1ccc(OCC(=O)Nc2ccc3c(c2)OCO3)cc1C,4,8,1.4,-1,-5,0,0,-5,11
COc1ccc(CNC(=O)c2ccc(NC(=O)CC3SC(N4CCCC4)=NC3=O)cc2)cc1 (stereo not given),7,-4,-0.6,-10,8,17,5,-3,-3
CCOCCCNC(=O)c1[nH]c(C)c(C(C)=O)c1C,3,-7,-0.1,-11,-5,24*,3,-1,-5
Cc1c(N/C(=N/S(=O)(=O)c2ccccc2)c2ccc(Cl)cc2)c(=O)n(-c2ccccc2)n1C,8,-4,-0.1,-4,-13,3,1,-7,-2
O=C(Nc1ccccc1C(=O)OCC(=O)N1CCc2ccccc2C1)c1ccco1,4,15,2.3,3,-25,-5,19,-3,18
O=C(CN1C(=O)C2C3C=CC(C3)C2C1=O)Nc1ccc(C(=O)O)cc1 (stereo not given),3,5,0.6,-1,-1,-18,0,-1,13
COC(=O)c1ccc(CSc2nc(-c3ccccc3)cs2)o1,-1,3,0.0,-5,-26,-14,2,-8,10
O=[N+]([O-])c1cccc(Oc2ncccc2[N+](=O)[O-])c1,1,-17,0.2,-2,x,-13,-1,-4,11
Cn1c(/C(C#N)=C(\O)COc2ccc3ccccc3c2)nc2ccccc21,6,1,0.0,-8,-13,6,2,-1,-6

# Additional records
SMILES,CHRM1 PAM,TAAR1 antagonist,M1 ag parental,CHRM1 antagonist,CHO parental Ca,CHO-K1 Ca antag,TAAR1 agonist,M1 ag,M1 PAM parental
O=[N+]([O-])c1cc(CN(CCO)CCO)ccc1O,9,-30,-0.2,-13,-10,-10,0,-1,6
COc1cc(C2C3=C(CC(C)(C)CC3=O)N(C)C3=C2C(=O)CC(C)(C)C3)ccc1O,8,-6,0.7,-1,x,-9,1,0,-2
COC(=O)Cn1ncc2c3ccccc3n(C)c2c1=O,7,0,0.6,-12,-3,-6,0,-1,11
CN(C(=O)c1cccc(NC(=O)C2CCCN(C(=O)OC(C)(C)C)C2)c1)C1CCC1 (stereo not given),-1,-2,1.8,0,-11,-10,9,-1,4
O=C(COC(=O)c1cccc(S(=O)(=O)NCc2ccccc2)c1)c1ccccc1,-11,46,4.7,16,-5,5,6,-4,3
CN1C(C)(C)CC(=NOC(=O)c2ccccc2)CC1(C)C,6,8,1.4,-9,-2,-5,0,-4,15
Cc1ccc(SCC(=O)Nc2cc(C)on2)cc1,10,12,-0.5,-6,-12,0,18,-4,-7
Cc1nc2c(-c3ccc(F)cc3)c(C)nn2c(C)c1CCC(=O)Nc1ccccc1F,5,-15,0.0,-24,-12,-1,-1,-2,-8

# Reprinted at random: three compounds from above
SMILES,CHRM1 PAM,TAAR1 antagonist,M1 ag parental,CHRM1 antagonist,CHO parental Ca,CHO-K1 Ca antag,TAAR1 agonist,M1 ag,M1 PAM parental
O=[N+]([O-])c1cc(CN(CCO)CCO)ccc1O,9,-30,-0.2,-13,-10,-10,0,-1,6
O=C(COC(=O)c1cccc(S(=O)(=O)NCc2ccccc2)c1)c1ccccc1,-11,46,4.7,16,-5,5,6,-4,3
Cc1ccc(SCC(=O)Nc2cc(C)on2)cc1,10,12,-0.5,-6,-12,0,18,-4,-7

# High-throughput results (PubChem BioAssay)
